NCOA1 inh: human NCOA1 inhibition; Q15788; HEK293 GAL4-SRC1 luciferase reporter, luminescence; inhibition, % at 3.6 µM; actives 0.12% (n = 360,000); AID 588354;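 active = inhibition above the campaign mean plus 3 SD, with each screening campaign given its own cutoff, cut at about 60% in these data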;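 note: 0% = DMSO treated cells and 100% = gossypol at 36 µM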
LRH-1 inv ag: suppresses constitutive activity of human LRH-1; inhibition, % at 3.6 µM; AID 602396; O00482; HEK293T StAR-luciferase reporter, LRH-1 transfected, 24 h; actives 0.13% (n = 360,000);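 active = inhibition above the mean inhibition of all tested compounds plus 3 SD, cut at about 73% in these data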;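 note: 0% = DMSO wells and 100% = reporter-only cells lacking LRH-1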
Target sequence (O00482 whole entry, looked up): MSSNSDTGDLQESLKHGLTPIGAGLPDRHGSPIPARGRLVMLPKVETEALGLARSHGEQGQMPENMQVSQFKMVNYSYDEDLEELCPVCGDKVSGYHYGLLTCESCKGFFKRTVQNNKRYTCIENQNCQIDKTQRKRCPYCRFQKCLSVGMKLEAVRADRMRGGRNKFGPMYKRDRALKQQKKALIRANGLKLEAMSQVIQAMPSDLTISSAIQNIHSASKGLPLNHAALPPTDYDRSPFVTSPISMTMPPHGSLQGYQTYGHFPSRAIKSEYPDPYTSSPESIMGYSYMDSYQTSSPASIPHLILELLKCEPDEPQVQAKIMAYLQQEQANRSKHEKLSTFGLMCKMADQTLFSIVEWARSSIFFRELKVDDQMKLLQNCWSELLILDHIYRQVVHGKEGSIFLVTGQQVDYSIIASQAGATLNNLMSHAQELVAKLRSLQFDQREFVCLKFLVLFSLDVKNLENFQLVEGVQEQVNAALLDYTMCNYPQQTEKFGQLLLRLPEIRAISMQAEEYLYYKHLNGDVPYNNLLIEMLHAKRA
Shn3 inh set2: reduces Shn3 3'UTR luciferase signal in osteoblasts; Clone20 osteoblast Shn3 3'UTR firefly luciferase, 24 h; actives 0.52% (n = 360,000); inhibition, % at 12.5 µM;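 active = mean inhibition of at least 75% with every replicate also reaching 75%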;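 note: 0% = median of neutral control wells and 100% = pilot-screen positive control compound; some compounds past the cut are filed as inactive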
TWEAK Fn14 block: TWEAK-Fn14 signaling inhibition. TWEAK-stimulated Fn14 reporter cells, luciferase luminescence, 8 h. inhibition, % at 10 µM. AID 1159606. actives 2% (n = 360,000); in the data active = inhibition above about 50%
TROY NFkB inh: inhibitors of TROY-dependent NF-kB signaling | AID 1347056 | inhibition, % at 10 µM | actives 0.98% (n = 360,000) | Q293 LMP1-TROYcd NF-kB luciferase reporter, 4 h;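 active = compounds whose plate-normalised and pattern-corrected inhibition of the luciferase reporter signal at the single screening dose is 50% or more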
CF NFkB block: blocks PAF-induced NF-kB reporter in cystic fibrosis cells | KKLEB NF-kB-GFP reporter, GFP fluorescence overnight | inhibition, % at 5 µM | actives 0.86% (n = 360,000) | AID 588850;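 active = at least 50% inhibition at 5 µM, scaled per plate between neutral and stimulator controls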;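 note: PAF is a Pseudomonas aeruginosa culture filtrate used as stimulus; plate controls were PAF-stimulated DMSO wells for no effect and unstimulated DMSO wells for full effect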
TRAIL sens C8: sensitizes caspase-8 expressing cells to TRAIL; inhibition (viability loss, TRAIL sensitization), % at 10 µM; actives 1% (n = 360,000); NB7+C8 cells + TRAIL, ATPlite viability luminescence;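 active = compounds causing at least 50% loss of cell viability in the single-dose screen, relative to plate controls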
NR2F2 inh: NR2F2 (human) inhibition, primary screen; HEK293T NGFI-A luciferase reporter, luminescence; inhibition, % at 8.6 µM; AID 686940; actives 0.7% (n = 370,000); P24468;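 active = inhibition above a per-plate cutoff, mean inhibition of test wells between control levels plus 3 SD, cut at about 38% in these data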;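 note: cells cotransfected with COUP-TFII expression vector driving the NGFI-A reporter; 0% = median of COUP-TF2 test wells and 100% = reporter-only cells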
Target sequence (P24468 whole entry, looked up): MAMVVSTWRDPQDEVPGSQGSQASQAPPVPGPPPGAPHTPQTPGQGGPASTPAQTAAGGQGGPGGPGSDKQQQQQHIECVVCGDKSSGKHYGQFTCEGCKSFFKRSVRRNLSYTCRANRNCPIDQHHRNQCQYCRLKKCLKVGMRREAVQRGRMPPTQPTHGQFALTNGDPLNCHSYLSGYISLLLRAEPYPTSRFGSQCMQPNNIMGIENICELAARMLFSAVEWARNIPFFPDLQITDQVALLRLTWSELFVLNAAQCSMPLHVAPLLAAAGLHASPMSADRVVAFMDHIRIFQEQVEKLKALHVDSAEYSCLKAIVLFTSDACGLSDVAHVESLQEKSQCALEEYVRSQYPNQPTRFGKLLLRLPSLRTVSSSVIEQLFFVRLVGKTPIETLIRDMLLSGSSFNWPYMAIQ
LMP1 NFkB inh: reduces LMP1-driven NF-kappaB luciferase signal; inhibition, % at 12.5 µM; AID 504558; LMP1-induced NF-kappaB luciferase reporter cells, luminescence; actives 0.69% (n = 350,000); in the data active = inhibition above about 41%;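 note: 0% = neutral control wells and 100% = reference inhibitor control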
SRC3 inh: human NCOA3 inhibition | inhibition, % at 3.6 µM | AID 588352 | HEK293 GAL4-SRC3 luciferase reporter, luminescence | actives 0.17% (n = 360,000);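 active = inhibition above a per-campaign cutoff, the mean of all compounds plus 3 SD, cut at about 60% in these data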;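 note: 0% = DMSO-treated cells and 100% = gossypol-treated cells at 36 µM; higher means less SRC3-driven luciferase light from the GAL4 reporter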
KKLEB cytotox: CF airway cell cytotoxicity counter-screen; actives 0.36% (n = 360,000); activity change (cytotoxicity), % at 5 µM; KKLEB CF airway cells viability, ATPlite luminescence, overnight; hits give low values; cells stimulated with P. aeruginosa culture filtrate;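 active = corrected activity change at or below -50% at 5 µM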
* marks the source's active call; other numbers are inactive results; / = not tested or not shown. Some of the compounds tested. The share of hits here may be higher or lower than overall.

nr	Structure	NCOA1 inh	LRH-1 inv ag	Shn3 inh set2	TWEAK Fn14 block	TROY NFkB inh	CF NFkB block	TRAIL sens C8	NR2F2 inh	LMP1 NFkB inh	SRC3 inh	KKLEB cytotox
1	CC(C(=O)Nc1ccccn1)N1C(=O)c2ccccc2S1(=O)=O (stereo unspecified)	1	8	-17	17	-5	1	-3	17	-4	13	-5
2	Cn1nc(-c2ccc(S(N)(=O)=O)s2)cc1C(F)(F)F	9	10	5	3	1	18	-2	24	6	14	-1
3	CC(=O)N1CCN(S(=O)(=O)c2c(C)n(C)c(=O)n(C)c2=O)CC1	-1	-16	-1	22	-3	-4	-16	-2	-19	-3	0
4	NC1=NC2(CCCCC2)N(c2cccc(Cl)c2)C(N)=N1	-1	-3	-10	-18	-33	18	25	-2	-10	-1	-11
5	O=C(CC[C@H]1O[C@@H](n2ccc(=O)[nH]c2=O)[C@H](O)[C@@H]1O)NCC1CCCO1 (stereo partly specified)	8	-1	13	12	-1	15	-23	-5	/	-1	-7
6	CC(CCN1CCN=C1Nc1ccccc1)c1ccccc1 (stereo unspecified)	-2	13	13	-22	-5	8	-13	12	1	17	-6
7	COc1ccccc1C(=O)COC(=O)/C=C/c1ccccc1	-29	-6	-94	-26	-59	18	-8	-29	-9	-14	0
8	CCN1C(=O)[C@H]2[C@@H](c3ccc(OC)cc3)N3C(=O)CN(Cc4ccccc4)C(=O)[C@@]3(Cc3ccccc3)[C@H]2C1=O	-3	-26	-1	8	-10	18	-14	3	0	-3	-3
9	COCC(=O)N/N=C(\C)CC(=O)Nc1ccccc1C(N)=O	-13	5	-11	-18	-2	-4	-15	4	-1	-10	-18
10	Cc1cc(C)cc(NC(=O)CN2CCN(c3ncccn3)CC2)c1	-25	11	13	0	-4	-9	-10	-3	2	8	10
11	CCOC(=O)c1[nH]c2ccc(OC)cc2c1NC(=O)c1ccccc1C(=O)O	-42	-40	-58	1	-2	17	1	-27	-6	-88	-12
12	CC(=O)c1nnn(-c2ccc([N+](=O)[O-])cc2C)c1C	-9	-33	-6	-17	7	-4	-2	-7	1	18	16
13	Cc1noc(NS(=O)(=O)c2ccc(NC(=O)C34CC5CC(C3)CC(n3cnc(Cl)n3)(C5)C4)cc2)c1C	-31	0	0	2	4	-12	1	6	-4	10	4
14	Cc1nc2c(C)cccn2c(=O)c1NC(=O)COc1ccccc1	-13	10	-8	-1	17	-13	19	4	-2	0	4
15	CCOC(=O)c1c(NC(=O)COc2ccccc2C#N)sc2c1CC(C)(C)NC2(C)C	30	33	12	14	-4	12	9	-7	-2	13	-22
16	CCn1c(SCC(=O)c2c(N)n(C3CC3)c(=O)[nH]c2=O)nnc1-c1ccccc1OC	-15	-1	-22	3	-10	7	-8	8	1	19	1
17	CSc1ncc(C(=O)Nc2cccnc2)c(C(F)(F)F)n1	-13	-16	-19	-1	8	-9	-14	-8	10	-1	-2
18	Cc1ccccc1Nc1nc(N)nc(COC(=O)C2CCCCC2)n1	-1	-11	-33	-34	-43	-4	-1	6	0	-4	-6
19	C=CCn1c(C)cc(C(=O)COC(=O)CCc2cc(OC)c(OC)c(OC)c2)c1C	-2	-9	48	2	12	-7	-20	-13	0	-11	4
20	COc1ccc(-c2cc(C(F)F)nc(-n3nc(C)cc3C)n2)cc1	0	-3	14	20	9	-14	6	4	2	-8	9
21	C[N+](C)(C)CC=O	1	7	15	-13	-3	-5	6	-10	9	6	12
22	COc1ccc(CCNc2ccc(C)cc2)cc1	-9	7	-16	1	-33	8	8	-22	26	-4	10
23	Cc1cc(C)cc(-n2ncc3c2CCCC3NC(=O)c2cc(C)[nH]n2)c1 (stereo unspecified)	-5	18	21	-30	12	28	13	6	10	-51	-1
24	COC1=C(N)C(=O)c2nc(C)ccc2C1=O	7	-12	-43	31	6	57*	91*	-3	1	-2	3
25	COc1ccccc1C(=O)COC(=O)CSC(C)C(=O)Nc1cc(C)on1 (stereo unspecified)	-3	7	-32	5	-4	-13	11	-27	-1	-2	6
26	CN(C(=O)CN1C(=O)NC2(CCc3ccccc32)C1=O)C1CCS(=O)(=O)C1 (stereo unspecified)	-5	-15	11	18	4	-29	7	-5	0	5	-2
27	CN(C)c1ccc(C2Nc3ccccc3C(=O)N2NS(C)(=O)=O)cc1 (stereo unspecified)	-27	-19	17	-19	-8	-12	6	-14	/	-7	-5
28	Clc1ccc2c(c1)-c1nnc(Br)n1-c1ccccc1S2	8	12	4	-17	-30	2	-8	-10	-2	17	8
29	O=C(CSc1nc2cc(Cl)ccc2o1)N1CCOCC1	-26	-20	-8	-18	-7	-7	0	-10	-14	-5	0
30	C(=C\N1CCCCCC1)/c1nnnn1-c1ccc(-c2ccccc2)cc1	-91	-10	6	-4	-9	24	7	-1	-4	17	-12
31	COc1cc(/C=C2\SC(=S)N(CCC(=O)NCCc3ccccc3)C2=O)cc(OC)c1OC	-12	-5	6	-8	-1	-2	-1	-11	0	-5	-6
32	COc1ccc(/C=C2/C(=O)N(c3nc4ccccc4s3)N=C2CSc2ccc(Cl)cc2)cc1	2	-24	3	34	5	0	-5	11	-9	-23	10
33	O=C(COC(=O)c1cc(Cl)ccc1O)Nc1cc(C(F)(F)F)ccc1N1CCOCC1	1	0	-12	1	11	21	2	8	-9	0	-3
34	CCOc1cc(CNC2CCCC2)cc(Cl)c1OCc1ccccc1	14	-13	9	-13	9	-4	9	-1	-22	18	-4
35	CCN(c1ccccc1)S(=O)(=O)c1ccc(Cl)c(C(=O)Nc2ccncc2)c1	2	4	53	-5	6	25	-2	19	-1	16	-39
36	Cc1ccc2c(c1)N(CCC(=O)NCCN1CCOCC1)C(=O)CO2	9	18	-4	3	-5	2	15	-3	1	9	11
37	CCOC(=O)C1CCN(C(=O)c2cc3c(-c4ccc(OC)c(OC)c4)nn(C)c3s2)CC1	13	5	15	-14	15	-14	14	/	-1	-5	-3
38	CCOc1ccc(S(=O)(=O)Nc2ccc(O)c(Sc3ncn[nH]3)c2)cc1	-3	-1	7	10	-1	8	0	-3	2	2	6
39	O=C(CCCOc1ccccc1)Nc1ccc(Br)cc1	-8	-42	-4	-21	-40	10	10	-10	-32	-25	-3
40	CC1CC(C)CN(CCOc2ccccc2-c2ccccc2)C1 (stereo unspecified)	-12	9	-4	-12	8	14	11	4	-4	12	7
41	CCSC1(SCC)N=C(N)C2(C#N)C(c3ccc(F)cc3)C12C#N (stereo unspecified)	4	-3	31	13	/	42	5	7	-13	14	0
42	Cc1ccc(CN2CCN(Cc3cccn3-c3nccs3)CC2CCO)cc1 (stereo unspecified)	-3	7	10	-4	-11	10	8	5	-4	12	-3
43	O=C(NC(=S)NC1CCCCCCCCCCC1)c1cccnc1	16	18	-5	-4	-21	21	-9	1	3	0	-8
44	Oc1ccccc1-c1cncn1Cc1ccccc1	0	-7	-3	11	-4	3	-24	-13	-2	-29	0
45	OC[C@@H]1CN(Cc2ccccc2)C[C@H](n2cnc3c(N4CCN(c5ccccc5)CC4)ncnc32)O1	8	-3	-8	-5	16	-14	16	-5	/	10	-3
46	O=S(=O)(c1cccc(-c2n[nH]c(=S)n2-c2ccc(OC(F)(F)F)cc2)c1)N1CCOCC1	2	-20	2	5	4	24	-8	-23	-1	-8	-4
47	Cc1oc2ccc(NS(=O)(=O)c3ccccc3)cc2c1C(=O)Nc1ccccc1	-6	3	1	6	-8	-2	-17	7	3	4	-6
48	Cc1cccc(NC(=S)N/N=C/c2ccc3c(c2)OCO3)c1	-39	-57	-5	-29	-68	-14	5	-24	-8	-25	-9
49	Cc1ccc(/C=N/Nc2nncn2N)cc1	11	20	-1	4	-21	-30	-10	13	19	9	8
50	COc1ccc(N2C(=O)C3CCCN3C2c2cc(OC)c(OC)c(OC)c2)cc1 (stereo unspecified)	10	-4	12	-22	-1	13	-3	11	-3	21	6
51	O=C(Nc1nccs1)c1ccc(Br)o1	-41	-40	-30	3	-40	3	7	-12	-12	-60	3
52	NC(=O)CC(NC(=O)Cc1ccc(Br)cc1)c1ccc(NCc2cc(F)ccc2F)c([N+](=O)[O-])c1 (stereo unspecified)	-14	-6	17	6	5	5	4	-12	-10	-9	-36
53	Cc1csc(=O)n1CCC(=O)OCc1nnc(-c2ccc(Cl)cc2)o1	-4	-10	-12	7	-59	14	8	10	-6	-21	2

Part of the list above, with one line to a screen:
40) CC1CC(C)CN(CCOc2ccccc2-c2ccccc2)C1 (stereo unspecified)
41) CCSC1(SCC)N=C(N)C2(C#N)C(c3ccc(F)cc3)C12C#N (stereo unspecified)
42) Cc1ccc(CN2CCN(Cc3cccn3-c3nccs3)CC2CCO)cc1 (stereo unspecified)
43) O=C(NC(=S)NC1CCCCCCCCCCC1)c1cccnc1
44) Oc1ccccc1-c1cncn1Cc1ccccc1
45) OC[C@@H]1CN(Cc2ccccc2)C[C@H](n2cnc3c(N4CCN(c5ccccc5)CC4)ncnc32)O1
46) O=S(=O)(c1cccc(-c2n[nH]c(=S)n2-c2ccc(OC(F)(F)F)cc2)c1)N1CCOCC1

assay / compound,40,41,42,43,44,45,46
NCOA1 inh,-12,4,-3,16,0,8,2
LRH-1 inv ag,9,-3,7,18,-7,-3,-20
Shn3 inh set2,-4,31,10,-5,-3,-8,2
TWEAK Fn14 block,-12,13,-4,-4,11,-5,5
TROY NFkB inh,8,/,-11,-21,-4,16,4
CF NFkB block,14,42,10,21,3,-14,24
TRAIL sens C8,11,5,8,-9,-24,16,-8
NR2F2 inh,4,7,5,1,-13,-5,-23
LMP1 NFkB inh,-4,-13,-4,3,-2,/,-1
SRC3 inh,12,14,12,0,-29,10,-8
KKLEB cytotox,7,0,-3,-8,0,-3,-4

47) Cc1oc2ccc(NS(=O)(=O)c3ccccc3)cc2c1C(=O)Nc1ccccc1
48) Cc1cccc(NC(=S)N/N=C/c2ccc3c(c2)OCO3)c1
49) Cc1ccc(/C=N/Nc2nncn2N)cc1
50) COc1ccc(N2C(=O)C3CCCN3C2c2cc(OC)c(OC)c(OC)c2)cc1 (stereo unspecified)

assay / compound,47,48,49,50
NCOA1 inh,-6,-39,11,10
LRH-1 inv ag,3,-57,20,-4
Shn3 inh set2,1,-5,-1,12
TWEAK Fn14 block,6,-29,4,-22
TROY NFkB inh,-8,-68,-21,-1
CF NFkB block,-2,-14,-30,13
TRAIL sens C8,-17,5,-10,-3
NR2F2 inh,7,-24,13,11
LMP1 NFkB inh,3,-8,19,-3
SRC3 inh,4,-25,9,21
KKLEB cytotox,-6,-9,8,6

Assay outcomes from PubChem BioAssay.
